ARNT-TACC3 inh = disruptors of ARNT/TACC3 protein interaction, primary screen, biochemical, AlphaScreen, single concentration | AlphaScreen His-ARNT PAS-B/GST-TACC3 binding, luminescence; TACC3 fragment carries E629A point mutation | inhibition, % at 9.99 µM | hit rate 0.66% among 390,000 | AID 623870, 2012;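 active = mean inhibition of replicates at least 50% and at least half of replicates each reaching 50%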;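 note: 0% = complete ARNT plus TACC3 wells and 100% = ARNT alone without TACC3; many hits fall short of the cut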
PAX8 inh HTS = inhibitors of PAX8-driven TPO luciferase reporter, primary screen, RMG-I cells, single concentration. hit rate 1.2% among 360,000. inhibition, % at 12.6 µM. SteadyGlo, 24 h;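 active = mean replicate inhibition at least 60% with every replicate also reaching 60%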;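 note: luciferase light reporting Pax8 driven TPO promoter activity; plate controls were median of neutral control wells for no effect and mitoxantrone controls for full effect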
An asterisk follows results filed as active. Not all compounds are listed; count on the stated rates, not on these rows.

SMILES | ARNT-TACC3 inh | PAX8 inh HTS
CCOC(=O)c1ccc(NC(=O)CC2SCCNC2=O)cc1 (stereo not drawn) | -5 | -91
Cc1ccccc1/C(N)=N/OC(=O)/C=C/c1ccccc1 | 3 | -241
Cc1c(C)[n+](=O)c2c(n1[O-])CCCCC2 | -2 | 1
CCCCCCOC(=O)c1ccccc1NC(=O)/C=C/C(=O)O | -5 | -71
Fc1ccc(CN2CCCCCC2)c(F)c1 | 9 | -29
COc1ccccc1N1CCN(C(=O)/C=C/c2ccccc2)CC1 | -4 | -11
Cc1cccc(N(CC(O)CN(C)C)S(=O)(=O)c2ccccc2)c1 (stereo not drawn) | 10 | -13
CCOC(=O)CC(C#N)c1c[nH]c2ccccc12 (stereo not drawn) | -4 | 0
Cc1nn(C)c(C)c1CN(C)C(=O)C1c2ccccc2Oc2ccccc21 | -2 | 16
Cc1cccc(-c2nc(CSCC(=O)N3CCN(c4ccccn4)CC3)c(C)o2)c1 | 4 | 22

A different layout for some results above:
| mol | ARNT-TACC3 inh | PAX8 inh HTS |
| --- | --- | --- |
| CCCCCCOC(=O)c1ccccc1NC(=O)/C=C/C(=O)O | -5 | -71 |
| Fc1ccc(CN2CCCCCC2)c(F)c1 | 9 | -29 |

(more compounds)
SMILES | ARNT-TACC3 inh | PAX8 inh HTS
Cc1ccc(C(=O)NC(Cc2c[nH]c3ccccc23)C(=O)O)cc1 (stereo not drawn) | -10 | 16
Cc1cc(C)cc(NC(=S)NC(=O)CCN2C(=O)c3ccccc3C2=O)c1 | 4 | -12
CCc1c(C)[nH]c(=S)c(C#N)c1C | -2 | 3
OCCN1CCN(CCOc2cccc(Cl)c2)CC1 | -3 | -7
O=C(CSc1nnc(-c2ccc(O)cc2)n1Cc1ccco1)N1CCc2ccccc2C1 | 4 | 7
C(=NC12CN3CN(CN(C3)C1)C2)c1ccc2c(c1)OCO2 | 29 | -4
NC1=NC2(CCCCCC2)n2c(nc3ccccc32)N1 | 1 | 4
COc1nn(CC(=O)N2N=C(C)CC2(O)C(F)(F)F)cc1[N+](=O)[O-] (stereo not drawn) | -8 | -2
c1ccc(Cn2nnnc2CN2CCOCC2)cc1 | 0 | -11
O=C(N[C@@H](Cc1ccccc1)C(=O)NC1CCCCCC1)c1ccco1 | -8 | -71
Clc1ccc(/C=N/Nc2ncnc3ccccc23)cc1Cl | 0 | -129
Cn1c(N2CCC(C(N)=O)CC2)nc2c1c(=O)n(Cc1ccc(Br)cc1)c(=O)n2C | -7 | 15
CC(=O)NC1=NN(C(C)=O)C(c2cccs2)S1 (stereo not drawn) | 1 | 6
CCOC(=O)c1nc2cc3n(c(CC(C)C)c-2c1C)CC(C)=C3C | 6 | 16
COC(=O)c1cc(C(=O)c2cccc(Cl)c2Cl)cn1C | -6 | -28
NC(=O)C1CCN(C2CC(=O)N(Cc3ccc(N4CCCC4=O)cc3)C2=O)CC1 (stereo not drawn) | 0 | -5
O=C(CSc1nnnn1C1CCCC1)NCc1ccccc1 | 2 | 9
CCOC(=O)N1CCN(C(=O)CN(c2ccc(Cl)c(C(F)(F)F)c2)S(C)(=O)=O)CC1 | 4 | 11
COc1ccc(CNC(=O)C2CCCN2S(=O)(=O)c2ccc(S(=O)(=O)N(C)C)cc2)cc1 (stereo not drawn) | -26 | 12
Cc1ccc(C)c(OC(=O)c2ccncc2)c1 | -2 | 6
COc1ccc(CNC(=O)C(c2cccs2)N(C(=O)c2csnn2)C2CC2)cc1 (stereo not drawn) | -7 | -1
CCOc1ccc(C2=Nn3c(nnc3-c3ccccc3OC)SC2)cc1 | 2 | 95*
Cc1ccc(CNC(=O)c2csc3c2CCCCC3)cc1 | -7 | -22
Cc1c(NC(=O)Nc2ccc(Cl)c(Cl)c2)c(=O)n(-c2ccccc2)n1C | -26 | -5
O=C(/C=C/c1ccc([N+](=O)[O-])cc1)Nc1cccnc1 | -9 | -157
COc1ccc(-c2csc(NC(=O)c3cccc(S(=O)(=O)N4CCN(C)CC4)c3)n2)cc1 | -8 | -3
CC(=O)Nc1ccc(NC(=O)C(C)OC(=O)CN(C)S(=O)(=O)c2ccc(Cl)cc2)cc1 (stereo not drawn) | 0 | -8
CCCS(=O)(=O)c1c(S(=O)(=O)CCC)c2cc(CC)ccn2c1C(=O)OC | -13 | 12
COc1cc(/C=N/NC(N)=O)cc(Br)c1OCc1ccccc1C | -2 | -13
CCCCn1c(SCC(=O)NCc2ccco2)nc2ccc(N3CCOCC3)cc2c1=O | 4 | -6
COc1ccc(N(CC(=O)Nc2ccc3c(c2)OCO3)S(C)(=O)=O)c(OC)c1 | 28 | -18
COc1ccc(OCC(=O)NNC(=O)c2cccnc2)cc1 | 1 | 7
CCc1c(O)nc(SCC(=O)NC(C)(C)C)n(-c2ccccc2)c1=O | -4 | -1
CCNC(=O)/C(=C/c1ccc2c(c1)OCO2)NC(=O)c1ccc(Br)cc1 | -11 | 1
Cc1ccc(S(=O)(=O)N(CC(=O)NCc2ccncc2)C2CCCCC2)cc1 | 6 | 32
CCCCCc1c(O)c2ccccc2[nH]c1=O | 0 | -8
O=C(CCC(=O)c1cccs1)NCc1ccc(F)cc1 | -8 | -10
CCN=C(NCC)SC1CC(=O)N(c2ccccc2)C1=O (stereo not drawn) | 0 | 3
CNS(=O)(=O)c1cccc(C(=O)OCC(=O)Nc2ccccc2OC(F)F)c1 | -25 | -15
CCC(C(=O)c1ccc(O)cc1)c1ccccc1 (stereo not drawn) | 0 | 1
Cn1c(Cc2ccccc2)nnc1SCC(=O)N1CCOCC1 | -4 | 20
CC(C)(c1ccccc1)c1ccc(OCCn2cnc3ccccc3c2=O)cc1 | 1 | 2
Cc1ccc2c(c1)N(S(=O)(=O)c1ccc(F)cc1)C(C(C)(C)C)CO2 (stereo not drawn) | -2 | 6
O=C(N1CCCC1)n1c(Cc2ccccc2)nc2ccccc21 | -19 | -25
C=CCn1c(Cc2cccs2)nnc1SCC(=O)Nc1ccc(C(=O)OCC)cc1 | -1 | 3
COc1cc(NC(=O)CCN2CCN(Cc3ccccc3)CC2)cc(OC)c1 | 3 | 6
Cc1noc(NS(=O)(=O)c2ccc(N/C=C/C(=O)c3ccc4c(c3)OCO4)cc2)c1C | 10 | -32
Cc1ccc2c(c1)N(CCC(=O)NCC1COc3ccccc3O1)C(=O)CO2 (stereo not drawn) | -1 | 2
CC(=O)Nc1ccc2c(c1)C(=O)N(c1ccc(C)cc1)C2=O | -5 | -8
Cn1c(=O)c2c(nc(CN3CCN(c4ccccc4)CC3)n2Cc2ccccc2Cl)n(C)c1=O | -13 | 7

More compounds.
SMILES | ARNT-TACC3 inh | PAX8 inh HTS
O=C(N/N=C/c1ccc(OC(=O)c2cccs2)cc1)c1ccc(F)cc1 | -14 | -15
CC(O)[C@H](NC(=O)C1(c2ccccc2)CCN(C(=O)OC(C)(C)C)CC1)C(=O)O (stereo partly drawn) | -1 | 10
CCNC(=O)COc1ccc(-c2ccccc2)cc1 | 1 | -75
O=C(Nc1ccc(-c2nc3ccccc3o2)c(O)c1)c1cc(-n2cnnc2)ccc1Cl | -2 | 25
COc1cc(/C=C2\SC(=S)N(Nc3ncc(C(F)(F)F)cc3Cl)C2=O)ccc1O | 7 | -2
COc1cccc(C(C(=O)NC(C)(C)C)N(C(=O)CCC(=O)Nc2cc(C)on2)C(C)C)c1OC (stereo not drawn) | -1 | 2
COc1ccc(S(=O)(=O)N2CCC(NC(=O)Nc3ccc(C)cc3)CC2)cc1 | -6 | 30
COc1ccc(-c2noc(CCC(=O)NC3CCCCC3)n2)cc1OC | 0 | -24
Cc1cccc(NC(=O)C2=C(O)c3ccccc3N(C)S2(=O)=O)c1 | -4 | 3
COc1cccc(/C=N/n2c(C)nc3ccccc32)c1OC | 1 | -38
CCN(CC)c1ccc(NC(=O)c2c(OC)cccc2OC)c(C)c1 | 3 | -3
CCC(C)C(NC(=O)C1CCC(C)CC1)C(=O)Nc1cc(OC)ccc1OC (stereo not drawn) | -2 | 20
Cc1cnc(NC(=O)C(C)N2C(=O)C3CC=CCC3C2=O)s1 (stereo not drawn) | -2 | 9
CCOc1cc(/C=N/NC(=O)CN2CCCCC2)ccc1OCc1ccccc1 | -16 | 6
Cn1cnnc1SCCC(=O)Nc1ccc(Cl)cc1 | -17 | -33
CC(C)C(NS(=O)(=O)c1cccc2nsnc12)C(=O)N1CCc2ccccc2C1 (stereo not drawn) | 2 | -17
CCOc1cc(C=O)c(Br)cc1OC1CCCC1 | -2 | 4
CCOc1ccc(S(=O)(=O)Nc2ccc(Cl)cn2)c(C)c1C | -9 | 1
CCN(CC)S(=O)(=O)c1cccc(NC(=O)c2cc3ccccc3o2)c1 | -7 | -6
COc1ccc2c(c1OC)C(=O)N(c1ccc(C)c(C)c1)C2=O | 3 | -75
Cc1ccc(-c2nn(-c3ccccc3)cc2C(=O)N2CCOCC2)cc1 | 10 | 0
O=C(CN1C(=O)NC2(CCCCCC2)C1=O)c1ccc2c(c1)OCCO2 | -5 | -83
CCOc1cc(N2CCOCC2)c(OCC)cc1NC(=O)CCS(=O)(=O)c1ccc(Cl)cc1 | 4 | -7
O=C(Nc1ccc(N2CCCCC2)c(Cl)c1)c1ccc2c(c1)OCCO2 | 4 | -71
CCN1CCN(Cc2c(O)ccc3c(=O)c(-c4ccc(OC)c(OC)c4)c(C(F)(F)F)oc23)CC1 | -4 | -3
Cc1ccc(-c2nn(C)c(=O)c3ccccc23)cc1CN1CCOCC1 | -12 | -14
Clc1ccc(C2=CC(c3ccco3)n3ncnc3N2)cc1 (stereo not drawn) | -14 | 19
Cc1cccn2c(=O)c3cc(C(=O)NCc4ccco4)c(=N)n(C(C)C)c3nc12 | 2 | -5
CC(C)CNS(=O)(=O)c1ccc(OCC(=O)Nc2ccc3c(c2)OCO3)c(Cl)c1 | -10 | 12
O=C(NCCCc1ccccc1)c1ccc(Br)o1 | -9 | -102

Reformatted tab-delimited: entries from further up.
structure	ARNT-TACC3 inh	PAX8 inh HTS
CCC(C)C(NC(=O)C1CCC(C)CC1)C(=O)Nc1cc(OC)ccc1OC (stereo not drawn)	-2	20
Cc1cnc(NC(=O)C(C)N2C(=O)C3CC=CCC3C2=O)s1 (stereo not drawn)	-2	9
CCOc1cc(/C=N/NC(=O)CN2CCCCC2)ccc1OCc1ccccc1	-16	6
Cn1cnnc1SCCC(=O)Nc1ccc(Cl)cc1	-17	-33
CC(C)C(NS(=O)(=O)c1cccc2nsnc12)C(=O)N1CCc2ccccc2C1 (stereo not drawn)	2	-17
CCOc1cc(C=O)c(Br)cc1OC1CCCC1	-2	4
CCOc1ccc(S(=O)(=O)Nc2ccc(Cl)cn2)c(C)c1C	-9	1
CCN(CC)S(=O)(=O)c1cccc(NC(=O)c2cc3ccccc3o2)c1	-7	-6
COc1ccc2c(c1OC)C(=O)N(c1ccc(C)c(C)c1)C2=O	3	-75
Cc1ccc(-c2nn(-c3ccccc3)cc2C(=O)N2CCOCC2)cc1	10	0
O=C(CN1C(=O)NC2(CCCCCC2)C1=O)c1ccc2c(c1)OCCO2	-5	-83
CCOc1cc(N2CCOCC2)c(OCC)cc1NC(=O)CCS(=O)(=O)c1ccc(Cl)cc1	4	-7
O=C(Nc1ccc(N2CCCCC2)c(Cl)c1)c1ccc2c(c1)OCCO2	4	-71
CCN1CCN(Cc2c(O)ccc3c(=O)c(-c4ccc(OC)c(OC)c4)c(C(F)(F)F)oc23)CC1	-4	-3
Cc1ccc(-c2nn(C)c(=O)c3ccccc23)cc1CN1CCOCC1	-12	-14
Clc1ccc(C2=CC(c3ccco3)n3ncnc3N2)cc1 (stereo not drawn)	-14	19
Cc1cccn2c(=O)c3cc(C(=O)NCc4ccco4)c(=N)n(C(C)C)c3nc12	2	-5
CC(C)CNS(=O)(=O)c1ccc(OCC(=O)Nc2ccc3c(c2)OCO3)c(Cl)c1	-10	12
O=C(NCCCc1ccccc1)c1ccc(Br)o1	-9	-102

(list continues)
SMILES | ARNT-TACC3 inh | PAX8 inh HTS
CC1=C(C)CS(=O)N(c2ccc(S(N)(=O)=O)cc2)C1 (stereo not drawn) | 7 | 7
COc1ccc(NC(=O)Cn2c(C)cc(=O)c3cccc(OC)c32)cc1 | -3 | -20
CCC(=O)Nc1ccccc1C(=O)OCC(=O)c1ccc2ccccc2c1 | 2 | -31
COC(=O)c1cccc(COC(=O)c2ccc(N(C)C)cc2)c1 | -7 | -164
Cc1ccc(S(=O)(=O)N2CCOCC2)cc1C(=O)N1CCOCC1 | -9 | -7
COCCCn1c(SCC(=O)Nc2ccccc2)nnc1-c1ccncc1 | -9 | -20
COc1ccc(OC)c(NC(=O)CSc2nnc(CNc3ccc(F)cc3)o2)c1 | -2 | 23
O=C(Cn1nc(-c2ccccc2)c2ccccc2c1=O)Nc1ccc2c(c1)nc1n2CCOC1 | -2 | 13
CC1CCCCC1NC1=NCCS1 (stereo not drawn) | -2 | 36
C1=C(CCNc2nnnn2-c2ccccc2)CCCC1 | -6 | 2
CC1CCCC(NC(=O)COC(=O)Cc2ccsc2)C1C (stereo not drawn) | -10 | 1
O=C(Nc1ccc(N2CCN(C(=O)c3ccco3)CC2)cc1)c1cccc(F)c1 | 3 | -18
COc1ccc(CC(=O)N2CCCC(C)C2)cc1 (stereo not drawn) | -6 | -12
CCSCCNC(=O)c1cncc(Br)c1 | -10 | -37
CCOC(=O)c1c(CN(CC)CC)oc2ccc(OC)cc12 | -26 | 7
CCOC(=O)CSc1nc2cc3c(cc2cc1CC)OCCO3 | -9 | 7
CC1CCN(C(=O)CCNS(=O)(=O)c2ccccc2)CC1 | -5 | -37
CCOC(=O)Nc1ccc(C(=O)NCC2CCCO2)cc1 (stereo not drawn) | -7 | -6

High-throughput results (PubChem)
